Screens (PubChem)
HUVEC inhibit = inhibitors of HUVEC proliferation, primary screen, cell-based, 384-well; viability, % at 10 µM (by protocol); CellTiter-Glo luminescence, 72 h; hits give low values; actives 1.1% (n = 86,000);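 active means viability at or below 30%; inactive means viability above 30%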;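 further: 100% = median luminescence of DMSO-only cell control wells on each plate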
DAT uptake mod = changed hDAT dopamine uptake under cocaine IC80, either direction, primary screen, cocaine antagonist project, cell-based, LLC-PK1 hDAT, [14C]-dopamine uptake, MLSMR | Sodium-dependent dopamine transporter (Homo sapiens), Q01959 | LLC-PK1 hDAT cells, [14C]-dopamine uptake with cocaine IC80; actives deviate in either direction | B-score at 10 µM | actives 1.3% (n = 110,000) | AID 449768, 2010;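 active means Z score or B-score, a plate-position-corrected score, falls beyond the plate's 99.7% confidence bounds, in either direction; inactive means both scores lie inside the 99.7% bounds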;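 further: scored against the spread of the other compound wells on the same plate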
Target sequence (Q01959 whole entry, looked up): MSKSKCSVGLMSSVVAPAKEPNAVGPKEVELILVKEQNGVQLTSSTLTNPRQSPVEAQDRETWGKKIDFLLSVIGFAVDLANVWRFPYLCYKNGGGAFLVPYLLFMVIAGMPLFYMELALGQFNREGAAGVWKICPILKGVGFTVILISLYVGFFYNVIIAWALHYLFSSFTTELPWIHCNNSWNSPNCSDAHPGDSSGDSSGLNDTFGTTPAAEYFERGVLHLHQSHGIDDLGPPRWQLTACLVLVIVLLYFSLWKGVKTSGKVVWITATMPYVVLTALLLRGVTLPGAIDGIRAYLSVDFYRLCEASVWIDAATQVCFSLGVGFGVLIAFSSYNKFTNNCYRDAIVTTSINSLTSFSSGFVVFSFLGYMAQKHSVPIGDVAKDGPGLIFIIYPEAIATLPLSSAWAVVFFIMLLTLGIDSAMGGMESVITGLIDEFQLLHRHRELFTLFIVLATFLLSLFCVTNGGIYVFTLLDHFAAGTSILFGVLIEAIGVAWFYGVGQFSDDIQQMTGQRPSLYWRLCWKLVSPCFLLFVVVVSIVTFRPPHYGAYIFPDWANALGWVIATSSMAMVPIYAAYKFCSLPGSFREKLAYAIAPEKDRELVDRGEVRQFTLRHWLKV
PostGolgi yeast = phenotypic screen on post-Golgi transport, primary screen; post-Golgi transport phenotypic cell assay; inhibition, % at 10 µM; actives 0.9% (n = 98,000);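 further: yeast cells grown in 1536-well plates; yeast grown about 18 h at 30C before absorbance read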
S1P2 antag = human S1P2 receptor antagonists, primary screen, cell-based; cell-based S1P2 antagonist assay, inhibition at 5 uM; Sphingosine 1-phosphate receptor 2 (Homo sapiens), O95136; AID 736, 2007; inhibition, % at 5 µM; actives 0.21% (n = 97,000); in the data active means inhibition above about 45%;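 further: CRE beta-lactamase reporter cells expressing human S1P2 stimulated with S1P; 0% = agonist at EC80 alone and 100% = agonist plus reference antagonist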
Target sequence (O95136 whole entry, looked up): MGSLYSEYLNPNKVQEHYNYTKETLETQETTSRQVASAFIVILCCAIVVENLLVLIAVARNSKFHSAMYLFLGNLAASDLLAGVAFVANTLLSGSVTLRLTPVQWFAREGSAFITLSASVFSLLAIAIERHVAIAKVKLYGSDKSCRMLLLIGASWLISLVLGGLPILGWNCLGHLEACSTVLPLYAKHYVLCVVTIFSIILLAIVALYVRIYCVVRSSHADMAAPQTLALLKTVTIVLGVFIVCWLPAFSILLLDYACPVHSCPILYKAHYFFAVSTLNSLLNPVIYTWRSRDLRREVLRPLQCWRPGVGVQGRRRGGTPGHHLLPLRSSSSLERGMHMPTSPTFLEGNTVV
S1P2 agonist = S1P2 receptor agonists, primary screen, cell-based; activation, % at 4.5 µM; S1P2-expressing cell line, agonist reporter read-out; actives 0.46% (n = 97,000); Sphingosine 1-phosphate receptor 2 (Homo sapiens), O95136; AID 729, 2007; in the data active means activation above about 16%;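 further: 0% = vehicle low control and 100% = maximal reference agonist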
E coli WT exp = growth inhibitors of wild-type E. coli, primary screen, strain BW25113, expanded library, OD600; OD600 absorbance; growth inhibition, % at 100 µM; actives 0.15% (n = 98,000); AID 710, 2007;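 active means growth inhibition above about 50% at one test dose, limit read from the data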;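 further: growth measured after 20 h incubation at 37 °C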
H69AR growth 86K = proliferation blockers of H69AR lung cancer cells, primary screen, cell-based, human, 86K library | AID 598, 2007 | actives 6% (n = 85,000) | viability, % at 10 µM | H69AR lung tumor viability, ATP luminescence, 72 h; hits give low values;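 active means viability at or below 40%; inactive means viability above 40%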;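 further: multidrug resistant small cell line overexpressing MRP-1 efflux transporter; 100% = mean luminescence of untreated control wells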
PostGolgi ctrl = growth inhibition of yeast control strain, primary screen, counter-screen for post-Golgi transport modulator project; actives 5% (n = 98,000); efflux-deficient yeast background strain, growth absorbance A615, 16 h; AID 738, 2007; inhibition, % at 10 µM
Lung fibro prol = antiproliferative effect on LL 47 fibroblasts – human, LL 47 cells, CellTiter-Glo luminescence, primary screen; LL 47 human lung fibroblast viability, ATP luminescence; hits give low values; viability, % at 10 µM; actives 1.1% (n = 85,000); AID 719, 2007;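 active means viability at or below 50% in the single dose screen; inactive means viability above 50%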;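 further: compound exposure lasted 72 h before the ATP readout; 100% = median luminescence of untreated cell-only wells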
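Test system: LL 47 human lung fibroblasts / Incubation: 72 h compound exposure at 37 °C after overnight plating / Technique: luminescent ATP detection, CellTiter-Glo / Compound dosing: 0.1% DMSO in all compound wells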
* = called active by the depositor; x = no result given. Unless noted, no stated cut-off is given here; in the data, active means inhibition above about 30%; inactive means the rest. Compounds were not picked by outcome. About 11% of those tested had a hit in this group.

Structure	HUVEC inhibit	DAT uptake mod	PostGolgi yeast	S1P2 antag	S1P2 agonist	E coli WT exp	H69AR growth 86K	PostGolgi ctrl	Lung fibro prol
Cc1c(NC(=O)NCc2ccccc2)c(=O)n(-c2ccccc2)n1C	102	0.66	6	x	x	8	94	19	103
Cc1noc(C)c1S(=O)(=O)N1CCCC(C(=O)N2CCc3ccccc3C2)C1 (configuration not stated)	106	0.16	-1	6	-5	-1	66	9	93
CCOC(=O)C1[C@H]2C(=O)N(CCCOC)C[C@]23C=C[C@H]1O3 (some centres not stated)	97	-0.6	-1	10	-1	-5	93	2	112
Clc1ccc(OCCCCSc2ncccn2)cc1	95	-0.93	-4	0	0	2	95	15	88
C=C(Cl)COC(=O)C1C2C=CC(C2)C1C(=O)O (configuration not stated)	93	-1.3	x	-3	-1	x	101	x	99
Cc1ccc(NS(=O)(=O)c2cc(C(=O)NCc3ccccn3)ccc2Cl)cc1	x	0.56	0	3	-6	2	x	10	x
O=C(CSCC(=O)Nc1ccc2ccccc2c1)NCc1ccccc1	x	-1.5	2	-20	-7	-7	x	4	x
Cc1nnc2c(NC(C)C)nc3ccccc3n12	82	-0.31	3	-7	-4	5	72	2	91
CC(C)Nc1nc(NC(C)C)nc(NS(=O)(=O)c2ccc(N)cc2)n1	97	-0.57	x	-15	-8	x	83	x	108
CN(C)c1ccnc(SCc2ccccc2Cl)c1C#N	99	-0.014	6	3	-3	-10	97	17	88
O=C1CC(c2ccccc2)CC(O)=C1C=NCc1ccccc1Cl (configuration not stated)	x	x	-17	-16	-4	-6	x	5	x
Cc1oc(-c2ccccc2F)nc1CS(=O)CC(=O)NCc1cccs1 (configuration not stated)	99	0.55	3	11	-2	-9	104	10	99
Cc1ccc(Cn2c(N3CCCCCC3)nc3c2c(=O)[nH]c(=O)n3C)cc1	99	1.7	6	-15	-4	3	69	43*	79
Cc1nc2ccc3nc(NC(=O)c4ccc5c(c4)OCCO5)sc3c2s1	83	0.73	12	4	-7	0	81	3	100
Cc1onc(-c2c(F)cccc2Cl)c1C(=O)NCc1cccs1	104	-0.27	0	-13	-5	-3	85	13	106
CC(C)(C)n1nnnc1C(c1cccs1)N1CCN(Cc2ccc3c(c2)OCO3)CC1 (configuration not stated)	101	1.6	-3	-4	-5	-3	95	4	97
Cc1cc(C(=O)CSc2nnc(Nc3ccccc3F)s2)c(C)n1CC1CCCO1 (configuration not stated)	87	0.045	3	13	-4	-6	92	9	102
CC(OC(=O)CN(C)S(=O)(=O)c1ccc(Cl)cc1)C(=O)Nc1cccc(Cl)c1 (configuration not stated)	x	0.17	1	-20	-1	2	x	20	x
Cc1ccc(N2CCN(CCc3nc4cc(NC(=O)c5ccco5)ccc4n3C)CC2)cc1	96	2.3	6	-10	-7	1	6.6*	3	97
Cn1cnnc1Sc1nc2ccccc2nc1NS(=O)(=O)c1ccccc1	94	2.4	1	x	x	7	101	-3	102
Cc1[nH]c2ccccc2c1C(=O)COC(=O)C1CCC(=O)N1 (configuration not stated)	90	-1	-1	4	-6	-8	85	-2	93
O=C(CSc1nnc(-c2ccc(F)cc2)o1)N1CCN(C(=O)c2ccco2)CC1	106	0.43	-3	24	-3	5	86	2	93
O=C(CCN1C(=O)c2cccc3cccc(c23)C1=O)N1CCN(Cc2ccc3c(c2)OCO3)CC1	x	-0.013	2	-10	-2	-19	x	-2	x
CCOC(=O)c1ccc(OCC(=O)c2ccc(O)cc2O)cc1	99	-1.1	7	3	-2	-6	90	5	99
CC(C)[C@@H](C(=O)NCC1CCC(C(=O)O)CC1)n1nnc2ccccc2c1=O (some centres not stated)	95	0.36	-1	-10	-2	0	x	-3	104
CCOc1ccccc1C(=O)Nc1cccc(-c2nnc(-c3ccccc3)o2)c1	48	-0.47	10	8	-6	-19	8.7*	31*	87
C/C=C/c1ccc(OCCn2cncn2)c(OC)c1	96	0	8	15	-4	-1	88	-2	101
COc1ccc(Oc2nc(Oc3ccc(OC)cc3)nc(Oc3ccc(OC)cc3)n2)cc1	85	-0.088	-4	9	-2	-1	91	-7	106
COc1ccc(OC)c(NC(=O)c2nnn(Cc3ccc(Br)cc3F)c2N)c1	70	0.26	-13	30	-5	1	86	31*	95
COc1ccc(-n2nc(C(=O)NCc3ccco3)c3c4ccccc4n(C)c3c2=O)cc1Cl	63	0.24	-1	x	x	-5	25*	0	34*

Single records (already shown). Values in the order: HUVEC inhibit | DAT uptake mod | PostGolgi yeast | S1P2 antag | S1P2 agonist | E coli WT exp | H69AR growth 86K | PostGolgi ctrl | Lung fibro prol
COc1ccc(OC)c(NC(=O)c2nnn(Cc3ccc(Br)cc3F)c2N)c1 across the screens: 70 | 0.26 | -13 | 30 | -5 | 1 | 86 | 31* | 95
COc1ccc(-n2nc(C(=O)NCc3ccco3)c3c4ccccc4n(C)c3c2=O)cc1Cl across the screens: 63 | 0.24 | -1 | x | x | -5 | 25* | 0 | 34*
CN(C)c1ccnc(SCc2ccccc2Cl)c1C#N across the screens: 99 | -0.014 | 6 | 3 | -3 | -10 | 97 | 17 | 88

Going on with the list:
Structure	HUVEC inhibit	DAT uptake mod	PostGolgi yeast	S1P2 antag	S1P2 agonist	E coli WT exp	H69AR growth 86K	PostGolgi ctrl	Lung fibro prol
C=CCn1c(=N)n(CC(O)c2ccco2)c2ccccc21 (configuration not stated)	97	-0.38	7	-5	1	2	89	1	x
O=C(Nc1cc(C(F)(F)F)ccc1F)C1CCCC1	105	0.53	-3	10	-4	5	89	-3	97
COc1ccc(C(=O)NC2CCN(C(=S)Nc3cccc(C)c3)CC2)cc1	x	-0.77	2	-4	-3	-5	x	-13	x
COc1ccc(/C=C2\CCCC3C2=NN(C(=O)c2scnc2C)C3c2ccc(OC)cc2)cc1 (configuration not stated)	x	1.2	4	-30	1	-16	x	9	x
O=C(NC1CCCc2ccccc21)C1CCC(CNS(=O)(=O)c2cccc3nsnc23)CC1 (configuration not stated)	91	-0.57	-13	8	-7	-9	73	-3	94
COC(=O)CCC(=O)c1oc2ccccc2c1NC(=O)CCCN1C(=O)c2ccccc2C1=O	93	-0.73	0	0	-10	-11	88	5	105
CCOC(=O)c1[nH]c2ccccc2c1NC(=O)CN1CCCCC1	103	1.2	7	26	-2	4	75	11	98
CCCCOc1ccccc1NC(=O)CC1SC(=NCC)N(CC)C1=O (configuration not stated)	99	0.0055	14	2	-7	5	92	-1	95
COc1cccc(C=Nc2ccccc2C(=O)Nc2nccs2)c1OC	x	1.4	5	-10	2	12	x	0	x
O=C(Cn1nnc2c(cnn2-c2ccc(F)cc2)c1=O)OC1CCCCC1	111	-0.035	-1	-8	-6	0	91	23	99
O=S(=O)(NCC1CCCO1)c1cccc(C(F)(F)F)c1 (configuration not stated)	96	-0.89	2	-1	-16	-5	93	0	109
CC(=O)c1c(C)n(C)c2ccc(OC(=O)c3ccco3)cc12	95	-1	-7	-5	-2	0	89	0	97
CCCCCCc1nc2ccccc2c(=O)n1NC(=O)c1c(O)c2cccc3c2n(c1=O)CC3	111	x	x	9	-1	x	36*	x	99
COc1cccc(NC(=O)Nc2cc(C)ccc2F)c1	107	-0.35	-3	3	-1	-4	84	20	96
CCN(CC)c1nc2ccccc2nc1C(C#N)C(=O)NCCc1ccccc1 (configuration not stated)	94	-0.5	2	-44	8	-9	93	33*	101
CCOCCn1c(CN2CCN(c3ccccc3)CC2)nc2c1c(=O)n(C)c(=O)n2C	101	-0.1	x	-29	0	x	85	x	102
N#CCCC12CCCCC1=Nc1ccccc12 (configuration not stated)	100	-0.74	x	x	x	x	95	x	106
COCCNC(=O)COC(=O)/C=C/c1cnc2ccccc2n1	90	0.23	-6	0	-5	2	98	4	102
Cn1ncc(Br)c1C(=O)Nc1ccc(Cl)cn1	88	-0.17	-4	x	x	-18	69	6	95
CCOc1ccc(NC(=O)C(CC)NC(=O)c2ccccc2CO)cc1 (configuration not stated)	107	0.42	1	5	3	-1	84	-1	96
CCCCCCc1cc2cc(-c3nnc(-c4cccc(OC)c4)o3)c(=O)oc2cc1O	31	x	x	-3	-8	x	2.3*	x	65
CCn1c(SCC(=O)Nc2nc3ccc(C)cc3s2)nc2c(c1=O)SC(C)C2 (configuration not stated)	91	1.1	13	9	-11	-10	55	84*	95
CCOc1cc(N2CCOCC2)c(OCC)cc1NC(=O)CSc1cccc[n+]1[O-]	98	-1.6	-7	6	-4	0	92	7	109
CC1(C)OC(=O)C(=CNCC(=O)NCC(=O)O)C(=O)O1	104	-0.36	-9	2	-4	5	86	12	98
COc1ccc(NC(=O)Cn2nnc(-c3ccccc3NC(=O)c3cccs3)n2)cc1	32	-0.68	-23	7	-2	-9	7.5*	0	x
CNCc1ccccc1OCC(=O)Nc1ccccc1	108	-0.62	2	5	-3	6	96	6	99
CCN(CC)C(=O)c1cnn(-c2ccccc2)c1NC(=O)c1ccccc1F	98	0.88	x	4	-6	x	99	x	93
CCOC(=O)C(=O)/C(C#N)=C/Nc1ccc(Cl)cc1	74	0.83	-3	3	-8	6	82	10	108
CCCCC(=O)NCCc1cc2c(OC)ccc(OC)c2[nH]c1=O	104	x	15	-9	-4	8	85	7	103
CCOc1ccc(S(=O)(=O)N2CCN(c3ccc(C)cc3C)CC2)cc1	96	-0.64	-13	0	-4	-24	95	21	97

Other results follow.
Structure	HUVEC inhibit	DAT uptake mod	PostGolgi yeast	S1P2 antag	S1P2 agonist	E coli WT exp	H69AR growth 86K	PostGolgi ctrl	Lung fibro prol
CC(C)=CCc1c(O)ccc(C(=O)Cc2ccccc2)c1O	x	-0.41	7	-18	-8	4	x	34*	x
Oc1ccccc1C1=Nc2ncnn2C(c2ccc(F)cc2)C1 (configuration not stated)	81	0.16	29	x	x	7	82	0	104
CN1CCN(NC(=O)c2ccc(F)cc2)CC1	x	x	-10	1	-6	1	x	1	x
O=C(OCCCN=C1NS(=O)(=O)c2ccccc21)c1ccccc1F	92	-0.39	3	18	-6	-2	86	3	99
CC1SC(c2cccc(Cl)c2)NC1=O (configuration not stated)	100	-0.23	-2	-10	-2	3	107	6	99
COC(=O)C1(Cc2ccccc2)NC(c2ccccc2C)C2C(=O)N(c3ccc4c(c3)OCO4)C(=O)C21 (configuration not stated)	91	-0.11	x	-1	-7	x	85	x	93
CCCc1nnc(NC(=O)c2ccc(N3C(=O)C4C5C=CC(C5)C4C3=O)cc2)s1 (configuration not stated)	104	-0.31	-2	-4	-6	-3	99	6	108
Cc1cccc2sc(NC(=O)CCNS(=O)(=O)c3cccc4nonc34)nc12	89	-1.4	-4	x	x	-11	77	1	100
CCc1ccc(NC(=O)N(CCCN2CCOCC2)Cc2cccs2)cc1	104	x	1	14	-5	3	87	15	104
CCOc1ccc(S(=O)(=O)N/N=C2/CC(c3ccccc3)Oc3ccccc32)cc1 (configuration not stated)	x	0.36	23	-18	-5	1	x	7	x
CC(=O)N(C)C1=C(N2CCOCC2)C(=O)c2ccccc2C1=O	x	-4.3*	7	32	-8	12	x	-10	x
CCP(=O)(c1ccccc1)C(C)(C)O (configuration not stated)	101	0.003	5	-9	-6	-6	100	-1	107
CSc1nccn1CC(=O)Nc1ccc(F)cc1	89	0.004	-4	2	-7	-2	97	2	95
COC(=O)C1=C(CSc2nccn2C)NC(=O)NC1c1cc(C)ccc1C (configuration not stated)	99	0.22	-2	-4	2	1	93	8	98
